# Compound activity from PubChem BioAssay.
# NPC1 promoter act – activates the NPC1 promoter. 2.4% of 320,000 active. Huh7 NPC1 promoter luciferase reporter, 24 h. Potency, µM (top dose mostly 9.22 µM), without a hit: at the highest dose activation, usual class: activators. AID 485313;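 note: % of control where 0% means no effect; nearly all actives have a fitted effect of over 60% in size; reporter is driven by a mutant NPC1 promoter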
#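 Compounds in DMSO were transferred onto Huh7 NPC1-luciferase reporter cells pre-incubated 2 h; after 24 h at 37 °C, Amplite reagent was dispensed and luminescence recorded 10 min later.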
# BRCA1 expr up – activators of BRCA1 expression | MCF7-BRCA1-FFLuc reporter, luminescence, 48 h; response scale: scaled: vehicle 0%, 10 µM genistein 100% | Potency, µM (series often up to 46.1 µM), inactives show at the highest dose activation, most hits filed as activators | 1.1% of 380,000 active; note: nearly all actives have a fitted effect of over 80% in size; some results filed as inactive show a strong effect at the top dose
#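 Reporter cells (MCF7, BRCA1 promoter-firefly luciferase) received library compounds across a concentration series for 48 h. End-point luminescence was measured and concentration-effect curves derived after normalization.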
# Rab9 promoter act – activators of Rab9 promoter. Huh7 Rab9 promoter-luciferase reporter, luminescence, 24 h. Potency, µM (highest dose often 9.22 µM), without a hit: at the top dose activation, negative = inhibition, hits mostly activators. 2.8% of 320,000 active; note: % of control where 0% means no effect; nearly all actives have a fitted effect of over 60% in size
#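 Stable Rab9-luc Huh7, 1500 cells/well, 2 h settle; cmpd in DMSO, 24 h, 37 °C/5% CO2; luciferase reagent 10 min RT; luminescence.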
# CXXC DNA block – inhibitors of human MLL CXXC domain-DNA interaction. Q03164. MLL-CXXC / FITC-HOXA9 DNA fluorescence polarization. Potency, µM (series often up to 115 µM), without a hit: at the highest dose activity change, negative = inhibition, actives largely listed as inhibitors. 0.037% of 290,000 active. AID 2662; active = well fitted inhibition curve with a large enough effect in the polarisation, with a control signal flat, not every such curve was filed as active; inconclusive = small, poorly fitted or top-dose-only effect, or effect the other way, or a change in a side signal; inactive = no such curve, though single readings can be large or run the other way; the % refers to the polarisation
#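 Purified MLL-CXXC (added from a 7 uM solution) was preincubated 5 min at ambient with pinned compounds in 50 mM Tris-HCl pH 7.5, 50 mM NaCl, 1 mM DTT, 0.05% BSA. Fluorescein-labeled HOX-A9 DNA (50 nM solution) followed, 30 min, then polarization read.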
# Gal4-VP16 FLuc – Gal4-VP16 reporter inhibition counter-screen; 3.5% of 310,000 active; Potency, µM (titrated, usually from 53.6 µM), inactives show top-dose activity, negative = inhibition, hits mostly inhibitors; Drosophila S2 Gal4-VP16 UAS-luciferase, luminescence, 20 h; AID 2546;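 note: Gal4-VP16 expression switched on by copper sulfate through the metallothionein promoter; % is set by controls: 0 for no effect and ±100 for the full control effect; nearly all actives have a fitted effect of over 50% in size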
# FLuc counter – firefly luciferase modulation, counter-screen for miR-21 project | AID 588342 | Potency, µM (highest dose often 57.5 µM), without a hit: at the top dose activity change, negative = inhibition, hits mostly inhibitors | purified FLuc, Km substrates, luminescence inhibition | 6.9% of 360,000 active | P08659;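 note: plate controls were vehicle for no effect and reference inhibitor for full effect; nearly all actives have a fitted effect of over 55% in size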
# Target sequence (P08659 whole entry, looked up): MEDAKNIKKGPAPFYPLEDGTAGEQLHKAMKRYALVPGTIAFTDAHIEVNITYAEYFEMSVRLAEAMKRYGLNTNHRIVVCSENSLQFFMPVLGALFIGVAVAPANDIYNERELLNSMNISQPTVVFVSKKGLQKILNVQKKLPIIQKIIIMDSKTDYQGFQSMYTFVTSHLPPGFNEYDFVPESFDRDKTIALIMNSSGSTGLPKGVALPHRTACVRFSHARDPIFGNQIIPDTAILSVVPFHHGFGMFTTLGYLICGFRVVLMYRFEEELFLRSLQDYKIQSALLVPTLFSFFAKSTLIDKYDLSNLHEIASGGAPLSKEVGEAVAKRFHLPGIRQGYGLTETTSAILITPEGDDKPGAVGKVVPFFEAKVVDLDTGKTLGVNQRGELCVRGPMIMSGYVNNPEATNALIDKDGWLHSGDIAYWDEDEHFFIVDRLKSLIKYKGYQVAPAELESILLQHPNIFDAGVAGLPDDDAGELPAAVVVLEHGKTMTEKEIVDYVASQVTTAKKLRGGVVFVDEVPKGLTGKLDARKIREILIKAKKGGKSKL
#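 Purified P. pyralis luciferase (10nM final) with 10uM D-luciferin and 10uM ATP (Km levels) in 50mM Tris acetate pH 7.5, 10mM Mg acetate, 0.01% Tween-20, 0.05% BSA; qHTS 6-point titration, ~60 µM downward; luminescence read.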
# RORg inh – ROR gamma (mouse) transcription inhibition; Drosophila S2 Gal4-RORgamma UAS-luciferase reporter, 20 h; AID 2551; 5.4% of 310,000 active; P51450; Potency, µM (series often up to 53.6 µM), for the others: top-dose activity change, negative = inhibition, hits mostly inhibitors; note: % is set by controls: 0 for no effect and ±100 for the full control effect; nearly all actives have a fitted effect of over 60% in size
#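 Schneider cells (Drosophila), stable Gal4 DBD–ROR gamma + UAS-luc; 1 hr cmpd preincubation; Cu2+ induction 700 uM final; 20 hr ambient; luminescence.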
# ELG1 genotox – inducers of genotoxicity in HEK293T ELG1-luciferase cells. HEK293T ELG1-luciferase reporter, luminescence, 16 h. Potency, µM (titrated, usually from 46 µM), for inactives: at the highest dose activity change, positive = activation, most hits filed as activators. 1.3% of 330,000 active; note: % of control where 0% means no effect; nearly all actives have a fitted effect of over 60% in size
#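 Reporter readout depends on ELG1 protein level, which increases with genetic stress. After 16 hr compound exposure at 37 °C, luciferase activity was quantified using ONE-Glo.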
# p53 reactivator – restores transcriptional activity of mutant p53; 0.063% of 320,000 active; Potency, µM (series often up to 92.2 µM), for inactives: top-dose activity change, positive = activation, most hits filed as activators; AID 504706; H1299 p53-A138V BP100-luciferase reporter, luminescence, 24 h; note: % of control where 0% means no effect; nearly all actives have a fitted effect of over 45% in size
#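 p53-null H1299 cells stably carrying temperature-sensitive p53-A138V and a BP100-luciferase reporter were pinned with compounds (4-point, 1:5 series) and held 24 hrs at 37 deg C. Luminescence was read 10 min after detection reagent.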
# uPA surface inh – inhibitors of cell surface uPA generation | cell surface uPA generation assay, qHTS | Potency, µM (top dose mostly 38.3 µM), inactives show at the top dose activity change, negative = inhibition, most hits filed as inhibitors | 0.31% of 330,000 active; active = well fitted inhibition curve with a large enough effect; inconclusive = small, poorly fitted or top-dose-only effect; inactive = no such curve, though single readings can be large or run the other way; tested in mouse RAW 264.7 cells; note: % is set by controls: 0 for no effect and ±100 for the full control effect; nearly all actives have a fitted effect of over 55% in size
# MBNL1 CUG block – blocks human MBNL1 binding to CUG repeat RNA; Q9NR56; 0.036% of 280,000 active; Potency, µM (series often up to 57.5 µM), for inactives: at the highest dose activity change, negative = inhibition, hits mostly inhibitors; TR-FRET MBNL1-His/biotin-(CUG)12 binding, 665/545 ratio; AID 2675; active = well fitted inhibition curve with a large enough effect in the signal ratio, with a control signal flat, not every such curve was filed as active; inconclusive = small, poorly fitted or top-dose-only effect, or effect the other way, or a change in a side signal; inactive = no such curve, though single readings can be large or run the other way; the % refers to the signal ratio; note: % is set by controls: 0 for no effect and ±100 for the full control effect
#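 Compounds (final 92 nM to 58 uM) are added to His-tagged MBNL1 and biotin-(CUG)12, then terbium anti-His antibody and streptavidin-XL665 (5 nM final). After 60 min at room temperature, the 665/545 nm ratio is read.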
# Numbers without * were called inactive; u = inconclusive; x = not tested or not shown; [ ] = dose if it differs, or a comment. Unless noted, calls come from the whole dose curve; as a rule, active = well fitted curve in the direction sought with a large enough effect; inconclusive = small, poorly fitted or top-dose-only effect, or another doubt; inactive = no such curve, though single readings can be large; an effect the other way counts as inactive or inconclusive. Potency is the fitted concentration of half-maximal effect.
# The first 2 records as a preview:
no.	SMILES	NPC1 promoter act	p53 reactivator	CXXC DNA block	FLuc counter	Rab9 promoter act	Gal4-VP16 FLuc
1	CC(c1ccccc1)C(CC(=O)O)C(=O)Nc1ccc(Cl)c(Cl)c1 (configuration not stated)	7%	u	-15%	-4%	5%	-1%
2	Cn1c(=O)cc(OCC(=O)NCc2ccccn2)c2ccccc21	-3%	-1%	3%	-2%	-2%	-3%

no.	ELG1 genotox	MBNL1 CUG block	uPA surface inh	RORg inh	BRCA1 expr up
1	-1%	-6%	-1%	-2%	-5%
2	7%	-3%	3%	-27%	-3%[1.84 µM]

# This part in full, from the start:
no.	SMILES	NPC1 promoter act	p53 reactivator	CXXC DNA block	FLuc counter	Rab9 promoter act	Gal4-VP16 FLuc
1	CC(c1ccccc1)C(CC(=O)O)C(=O)Nc1ccc(Cl)c(Cl)c1 (configuration not stated)	7%	u	-15%	-4%	5%	-1%
2	Cn1c(=O)cc(OCC(=O)NCc2ccccn2)c2ccccc21	-3%	-1%	3%	-2%	-2%	-3%
3	CC1CCC(C(C)C)C(OC(=O)Cn2c(-c3ccc(F)cc3)[n+](C)c3ccccc32)C1 (configuration not stated)	-25%	-35%[inhibitor]	5%	0%	-22%	7.1µM*
4	COc1ccccc1-n1ccnc(SCC(=O)NCCc2ccccc2)c1=O	8%	-1%	x	3%	-5%	x
5	Cc1cc(NC(=O)c2ccc3c(c2)C(=O)N(C)C3=O)no1	1%	2%	3%	u	-3%	-1%
6	CCc1ccc2nc(N(CCCN(C)C)C(=O)c3ccc(S(=O)(=O)N4CCCc5ccccc54)cc3)sc2c1	2%	6%	9%	-2%	11%	u
7	COCCNC(=O)C(c1cccs1)N(Cc1ccccc1)C(=O)Cn1nnc2ccccc21 (configuration not stated)	-1%	6%	3%	3%	-2%	-22%
8	Cc1csc(=O)n1CC(=O)OCc1nnc(-c2ccccc2)o1	-1%	5%	x	-11%	-3%	x

no.	ELG1 genotox	MBNL1 CUG block	uPA surface inh	RORg inh	BRCA1 expr up
1	-1%	-6%	-1%	-2%	-5%
2	7%	-3%	3%	-27%	-3%[1.84 µM]
3	-6%	u	-7%	u	-84%
4	-6%	x	6%	x	-20%
5	2%	u	0%	-32%	-1%
6	4%	3%	-11%	u	-105%[inhibitor]
7	-1%	2%	-3%	-2%	0%
8	3%	x	13%	x	-11%

no.	SMILES	NPC1 promoter act	p53 reactivator	CXXC DNA block	FLuc counter	Rab9 promoter act	Gal4-VP16 FLuc
9	CCOc1cc(Br)ccc1S(=O)(=O)N1CC(C)OC(C)C1 (configuration not stated)	-1%	-1%	2%	1%	-5%	-4%
10	Brc1ccccc1OCCOc1cccc2cccnc12	-3%	11%	7%	12µM*	-3%	-10%
11	CN(C)S(=O)(=O)c1ccc(N2CCCC2)c(C(=O)NC2CCC(O)CC2)c1 (configuration not stated)	-11%	8%	x	0%	-3%	x
12	CCN(CC(=O)Nc1cccc(S(=O)(=O)N2CCCC2)c1)CC(=O)Nc1ccccc1OC	0%	-1%	-12%	-5%	-1%	-3%
13	CCOc1ccc(S(=O)(=O)NCCC(=O)OCC(=O)c2ccc[nH]2)cc1	-8%	4%	-2%	4%	-2%	6%
14	CC(=O)c1ccc(Oc2nc3c(c(=O)n(C)c(=O)n3C)n2C)cc1	-5%	4%	-1%	-2%	-4%	2%
15	O=C(COC(=O)c1ccc(O)cc1O)NNC(=O)c1cccs1	-4%	16%	x	1%	-4%	x
16	NC(=O)C1CCN(C(=O)COc2cccc3ccccc23)CC1	6%	-3%	-9%	-4%	3%[1.84 µM]	-7%
17	CCCCc1nnc(NC(=O)CSc2nc(=O)cc(N)n2-c2cccc(C)c2)s1	6%	3%	-2%	1%	-6%	-10%

no.	ELG1 genotox	MBNL1 CUG block	uPA surface inh	RORg inh	BRCA1 expr up
9	0%	2%	x	22%	-58%
10	11%	4%	-2%	u	u
11	0%	x	3%	x	-7%
12	-10%	-12%	1%	11µM*	-13%
13	3%	1%	4%	-15%	-11%
14	-13%	-3%	3%	-4%	-1%
15	2%	x	3%	x	-23%
16	4%	7%	3%	-1%	19%
17	3%	-16%	x	19%	1%

# Arranged by the number under NPC1 promoter act (largest number first): some entries from above
nr | mol | NPC1 promoter act | p53 reactivator | CXXC DNA block | Rab9 promoter act | MBNL1 CUG block | uPA surface inh | RORg inh
12 | CCN(CC(=O)Nc1cccc(S(=O)(=O)N2CCCC2)c1)CC(=O)Nc1ccccc1OC | 0% | -1% | -12% | -1% | -12% | 1% | 11µM*
10 | Brc1ccccc1OCCOc1cccc2cccnc12 | -3% | 11% | 7% | -3% | 4% | -2% | u
15 | O=C(COC(=O)c1ccc(O)cc1O)NNC(=O)c1cccs1 | -4% | 16% | x | -4% | x | 3% | x
14 | CC(=O)c1ccc(Oc2nc3c(c(=O)n(C)c(=O)n3C)n2C)cc1 | -5% | 4% | -1% | -4% | -3% | 3% | -4%
13 | CCOc1ccc(S(=O)(=O)NCCC(=O)OCC(=O)c2ccc[nH]2)cc1 | -8% | 4% | -2% | -2% | 1% | 4% | -15%
11 | CN(C)S(=O)(=O)c1ccc(N2CCCC2)c(C(=O)NC2CCC(O)CC2)c1 (configuration not stated) | -11% | 8% | x | -3% | x | 3% | x

# Structures above printed as active in RORg inh.
no. | Molecule | NPC1 promoter act | p53 reactivator | CXXC DNA block | Rab9 promoter act | MBNL1 CUG block | uPA surface inh | RORg inh
12 | CCN(CC(=O)Nc1cccc(S(=O)(=O)N2CCCC2)c1)CC(=O)Nc1ccccc1OC | 0% | -1% | -12% | -1% | -12% | 1% | 11µM*

# This is a subset; rates above refer to the full screens.
